OXTR potentiator – potentiators of human oxytocin receptor | P30559 | CHO-OTR cells, Fluo-8 calcium fluorescence, potentiator mode; 0% = oxytocin EC15, 100% = EC100 | activation, % at 3 µM | 320,000 tested, 0.061% active | AID 2445;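 active = activation above that plate's cutoff, the mean activation of tested compounds plus 3 SD, cut at about 6.6% in these data, passing the limit was not always enough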;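 note: 100% uses oxytocin at 75 nM as the full agonist control; some results filed as inactive read as strong as hits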
Target sequence (P30559 whole entry, looked up): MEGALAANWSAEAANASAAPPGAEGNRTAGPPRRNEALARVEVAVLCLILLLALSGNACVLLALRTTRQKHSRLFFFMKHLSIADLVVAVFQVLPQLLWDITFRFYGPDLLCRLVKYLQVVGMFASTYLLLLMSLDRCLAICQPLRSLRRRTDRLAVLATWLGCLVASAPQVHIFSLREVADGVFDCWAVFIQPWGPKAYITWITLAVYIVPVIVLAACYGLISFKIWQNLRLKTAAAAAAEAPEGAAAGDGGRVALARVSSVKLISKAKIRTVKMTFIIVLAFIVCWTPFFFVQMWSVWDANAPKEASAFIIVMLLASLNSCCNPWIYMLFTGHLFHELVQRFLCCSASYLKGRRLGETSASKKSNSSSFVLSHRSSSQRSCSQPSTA
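Assay system: CHO cell line stably expressing human OTR. Reagent: EC15 oxytocin agonist. Dosing: single dose, 3.0 µM nominal final compound concentration. Timing: compound 6 min at room temperature before oxytocin, 100 s read. Signal: kinetic Fluo-8 calcium fluorescence. Controls: oxytocin EC15 low and EC100 high.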
M1 ag – agonists of human M1 muscarinic receptor | CHO-K1 hM1, Fluo-8 calcium fluorescence, agonist mode; 0% DMSO, 100% acetylcholine EC100 | activation, % at 3 µM | P11229 | 360,000 tested, 0.33% active;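 active = activation above the run's mean compound activation plus 3 SD, cut at about 16% in these data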;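 note: peak over basal fluorescence ratio within a 140 s kinetic read after compound addition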
CHO-K1 Ca antag – nonselective inhibitor or artifact in parental CHO-K1 cells | AID 602250 | inhibition, % at 3 µM | ATP-induced calcium, Fluo-8 fluorescence | 360,000 tested, 0.6% active;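 active = inhibition above a per-plate cutoff, the plate's mean sample inhibition plus 3 SD, cut at about 24% in these data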;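 note: 0% = DMSO plus EC80 ATP and 100% = DMSO alone without ATP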
CHO parental Ca – signal in parental CHO cells, OX1R antagonist counter-screen; parental CHO-K1, ATP-induced calcium, Fluo-8 fluorescence; inhibition, % at 5.6 µM; 330,000 tested, 0.63% active;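 active = inhibition above that plate's mean sample inhibition plus 3 SD, cut at about 26% in these data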;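 note: 0% = ATP-challenged DMSO wells and 100% = DMSO wells without ATP; some compounds past the cut are filed as inactive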
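Material – parental CHO cells · Reagent – ATP stimulus · Compound – single nominal dose of 5.6 µM per compound · Detection – Fluo-8 fluorescence · Read-out basis – percent inhibition of calcium signal · Controls – ATP-challenged DMSO wells low, unchallenged DMSO wells high · Repeats – no replicates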
M1 PAM – human CHRM1 positive allosteric modulation. CHO-K1 hM1, Fluo-8 calcium fluorescence, ACh EC20; 0% = ACh EC20, 100% = maximal ACh. 360,000 tested, 0.088% active. activation, % at 3 µM. P11229; in the data active = activation above about 19%, passing the limit was not always enough
CHRM1 antagonist – human CHRM1 antagonism; P11229; CHO-K1 hM1, Fluo-8 calcium fluorescence, ACh EC80 antagonist; inhibition, % at 3 µM; 360,000 tested, 1.3% active;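 active = percent inhibition above its own plate's cutoff, namely the mean of that plate's compound wells plus 3 SD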;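 note: peak over basal fluorescence ratio during 140 s after agonist addition; 0% = ACh EC80 plus DMSO and 100% = DMSO alone without agonist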
M4 ag – CHRM4 agonism in calcium assay | AID 624127 | CHO-K1 hM4/Gqi5, Fluo-8 calcium fluorescence; vehicle 0%, full acetylcholine response 100% | activation, % at 3 µM | 360,000 tested, 0.14% active;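 active = activation above the run mean over all test wells plus 3 SD, cut at about 32% in these data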;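 note: peak over basal fluorescence ratio per well then scaled between controls; 0% = DMSO wells and 100% = acetylcholine at EC100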
Target sequence (P08173 whole entry, looked up): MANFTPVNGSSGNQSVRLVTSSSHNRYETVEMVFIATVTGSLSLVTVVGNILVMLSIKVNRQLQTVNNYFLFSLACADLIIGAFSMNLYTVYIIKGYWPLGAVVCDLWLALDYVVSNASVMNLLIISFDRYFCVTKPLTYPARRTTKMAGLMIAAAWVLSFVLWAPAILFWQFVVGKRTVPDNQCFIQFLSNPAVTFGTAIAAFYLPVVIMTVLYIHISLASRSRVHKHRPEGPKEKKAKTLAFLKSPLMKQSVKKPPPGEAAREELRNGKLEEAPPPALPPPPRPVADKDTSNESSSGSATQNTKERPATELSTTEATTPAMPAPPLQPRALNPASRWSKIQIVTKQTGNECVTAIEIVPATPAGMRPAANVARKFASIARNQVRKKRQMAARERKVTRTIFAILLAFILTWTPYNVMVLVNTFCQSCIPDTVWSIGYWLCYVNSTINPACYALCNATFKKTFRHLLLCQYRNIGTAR
CHRM4 antagonist – CHRM4 antagonism in calcium assay; P08173; CHO-hM4 cells, ACh EC80, Fluo-8 calcium fluorescence; inhibition, % at 3 µM; 360,000 tested, 0.73% active; AID 624125;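 active = inhibition above its plate's cutoff, the mean inhibition of sample wells plus 3 SD, cut at about 27% in these data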;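 note: 0% = acetylcholine EC80 with DMSO and 100% = DMSO without agonist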
CHO-K1 Ca ag – nonselective activator or artifact in parental CHO-K1 cells | Fluo-8 calcium fluorescence; scaled to maximal ATP response, vehicle zero | activation, % at 3 µM | 360,000 tested, 0.48% active; in the data active = activation above about 15%;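 note: untransfected CHO-K1 host cells lacking M1 receptor as counterscreen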
Starred values were filed as active, the others as inactive; . = not tested or not shown. This is a random part of the collection, and some 2.9% of all compounds hit somewhere here.

structure,OXTR potentiator,M1 ag,CHO-K1 Ca antag,CHO parental Ca,M1 PAM,CHRM1 antagonist,M4 ag,CHRM4 antagonist,CHO-K1 Ca ag
CCC1(c2ccc(F)cc2)NC(=O)N(CC(=O)NC2CC2)C1=O (stereo not given),-0.7,-1.1,-14.5,-3.7,4.7,-7.8,0.7,-4.5,0.1
Cc1ccc(-n2nc3c(c2NC(=O)c2ccco2)CS(=O)C3)cc1 (stereo not given),-2.6,-2.3,5.7,-14.4,7.5,-19.7,1.1,-11.1,0.0
Clc1ccc(-n2nnc(-c3cccnc3Cl)n2)cn1,-8.0,1.6,6.2,-11.9,11.9,-3.8,2.5,-5.1,-0.6
CCCC(=O)Nc1ccc(-c2nc3cc(C)c(C)cc3o2)cc1,-4.3,0.0,21.5,-0.4,2.9,2.9,1.6,14.9,0.3
Cc1cccc(OCC(=O)Nc2nc(-c3ccncc3)cs2)c1,-10.7,-1.8,-18.1,-12.7,3.3,-3.2,14.6,-4.7,5.2
O=C(CC[C@H]1O[C@@H](n2ccc(=O)[nH]c2=O)[C@H](O)[C@@H]1O)NCC(c1ccccc1)c1ccccc1,.,-3.8,-20.8,.,7.6,-28.8,1.3,2.0,1.0
CCSc1nnc(NC(=O)c2cccc(S(=O)(=O)N(C)c3ccc(C)cc3)c2)s1,-9.4,-3.3,-9.2,-18.6,-2.7,-2.7,0.9,0.4,1.6
O=C(Nc1ccccc1C(F)(F)F)c1cccnc1,-3.0,3.3,-15.9,-6.7,4.3,1.5,1.0,2.3,0.0
CC(=O)/C(C#N)=C1\NC(=O)C(Cc2ccccc2Cl)S1 (stereo not given),-9.9,1.1,1.1,0.4,-2.0,-15.5,1.0,-0.4,1.4
C=CCNc1cc(C)oc(=O)c1C(=O)CCC,-4.9,-4.7,-21.3,-12.2,10.2,-16.6,-0.5,-4.6,0.1
CCC1CCCCN1CCCNC(=O)c1ccc2c(c1)c(C)c(C)n2CC (stereo not given),-2.2,-5.3,-11.4,-22.7,-7.4,1.4,-0.7,9.8,1.1
Cc1ccc2nc(/C(C#N)=C\c3cc(O)ccc3[N+](=O)[O-])[nH]c2c1,-7.2,-5.3,12.3,-13.1,6.4,1.7,0.2,1.8,-0.5
CC(O)CSc1nc2c(c(=O)n(C)c(=O)n2C)n1CCCc1ccccc1 (stereo not given),-2.7,0.2,2.4,-8.7,24.4*,-28.9,4.1,-26.0,1.2
Cc1ccc(S(=O)(=O)NC(=O)C2(C)CCN2C(=O)Cc2ccc(-c3ccccc3)cc2)cc1 (stereo not given),.,-2.1,-3.0,.,-0.9,-1.1,-0.2,-3.1,0.3
COc1ccc(OCC(O)CNC(=O)Nc2ccccc2)cc1 (stereo not given),-11.7,-4.1,-12.6,2.9,8.1,-6.8,0.5,0.8,0.8
Cc1csc(NC(=O)C2CCCN(S(=O)(=O)c3cccnc3)C2)n1 (stereo not given),0.4,-3.7,3.6,-10.2,2.9,-4.0,1.5,2.1,0.0
CN1CCN(C2=C(NS(=O)(=O)c3cccs3)C(=O)c3ccccc3C2=O)CC1,0.4,-2.6,-18.2,-3.7,6.8,-9.3,1.9,3.3,1.9
CCNC(=O)C(=O)N/N=C/c1cc([N+](=O)[O-])ccc1O,-0.3,-7.4,-1.9,-1.3,10.4,-9.8,1.2,-6.1,0.2
O=C(c1cccc(F)c1)N1CCN(Cc2ccc3c(c2)OCO3)CC1,-0.2,-4.6,-8.4,-6.8,5.6,-4.5,1.2,-0.6,0.1
CCOc1[nH]n(-c2ccccc2)c(=O)c1C=NCc1ccncc1,-0.5,-7.8,-5.9,-9.7,3.3,-1.2,1.4,-11.2,0.5
COc1cc(OC)cc(C(=O)Nc2ncc3c(n2)CC(C)CC3=O)c1 (stereo not given),-9.3,2.0,4.6,-15.0,6.1,-23.4,0.5,3.9,0.6
Cn1nccc1C(=O)N(CCN1CCCCC1)CC1CCCN(C2CCCC2)C1 (stereo not given),1.0,-5.5,-5.5,3.7,4.0,-2.3,0.4,3.7,1.1
O=S(=O)(NC1CCCCC1)c1ccc(Cl)nc1,-2.0,-5.5,7.7,-1.4,-2.0,-0.5,-0.5,5.7,0.3
O=C(OCC(=O)N1CCN(c2ccccc2)CC1)c1cccs1,-4.0,-2.1,0.7,1.7,7.9,-10.1,0.8,-7.1,2.1
CC1CCN(c2ccc(N3C(=O)C4CCCCC4C3=O)cc2[N+](=O)[O-])CC1 (stereo not given),1.8,-4.5,1.6,-13.8,9.8,-9.6,0.7,10.5,0.4
O=C(/C=C/c1ccc(Br)cc1)NC(=S)N1CCOCC1,-1.3,-10.0,-8.3,-21.9,5.6,-11.7,1.1,-9.0,0.0
COc1ccc(CCNC(=O)C(C)SCc2ccccc2)cc1 (stereo not given),-8.1,-9.8,-7.2,-2.4,4.9,-9.1,0.7,-1.8,0.2
Cc1ccc(CCN2CC(C(=O)NCCc3ccccc3)CC2=O)cc1 (stereo not given),-4.3,-0.5,-3.0,-12.6,2.1,-3.6,14.8,0.6,4.5
COc1ccc(S(=O)(=O)NCc2ccccn2)cc1OC,-1.0,-4.1,-8.9,-6.0,0.3,-4.4,9.6,2.6,0.2
COc1ccc(-c2nnc(SC(C)C(=O)Nc3nccs3)n2Cc2ccccc2)cc1OC (stereo not given),6.9,-4.7,5.7,-21.1,3.0,-3.2,-0.2,8.8,1.0
CC(C)(C)n1nc2c(c1NC(=O)Cc1ccc(Cl)cc1)CS(=O)(=O)C2,-10.6,-1.7,-7.0,-6.6,1.2,-2.8,0.7,10.6,0.6
COc1cc2cc(CCCOC(=O)c3cccc(Br)c3)oc(=O)c2cc1OC,-2.0,-12.5,-12.5,-25.5,3.3,-0.9,6.6,-8.9,0.2
COc1ccc2[nH]c(C(=O)N(C)Cc3ccccc3)c(C)c2c1,-5.8,-3.3,7.1,-1.8,-3.4,10.3,18.5,12.7,8.2
Cc1[nH]n(-c2ccccc2)c(=O)c1/C=N/c1nn[nH]n1,-14.0,-6.5,-5.3,-15.2,6.8,-0.3,1.8,-3.5,0.5
Cc1ccc2[nH]c(=O)c(CN(CC3COCCO3)C(=O)Nc3ccccc3C)cc2c1 (stereo not given),4.0,-2.0,0.6,-22.1,9.5,-14.0,1.7,-3.2,-0.1
COc1ccc(C)cc1NC(=O)c1nn(-c2ccccc2)cc1OC,-6.2,-4.4,-11.2,-16.6,12.0,0.8,2.2,-3.3,-0.6
Cc1ccc(NC(=S)NNC(=O)c2nnn(-c3ccccc3)c2C)cc1,-4.0,-5.8,-3.8,-6.0,9.2,-16.7,0.4,-1.6,1.4
O=C(N/N=C\c1cc(Br)ccc1O)c1ccc(S(=O)(=O)N2CCCCC2)cc1,-6.7,-4.1,-4.2,-6.2,-1.3,0.9,6.3,-14.1,2.7
CC(C)C(NC(=O)/C(=C\c1ccco1)NC(=O)c1ccco1)C(=O)O (stereo not given),-17.7,-1.5,-3.9,-3.4,11.4,-14.3,1.1,2.9,0.2
O[C@@H]1C2CCCC1[C@]1(O)CCCCC1C2 (stereo not given in full),-6.0,-2.6,-3.4,-4.5,4.2,-15.2,0.1,4.8,-0.1

Four entries already listed, arranged by SMILES length, ascending:
structure,OXTR potentiator,M1 ag,CHO-K1 Ca antag,CHO parental Ca,M1 PAM,CHRM1 antagonist,M4 ag,CHRM4 antagonist,CHO-K1 Ca ag
COc1ccc(OCC(O)CNC(=O)Nc2ccccc2)cc1 (stereo not given),-11.7,-4.1,-12.6,2.9,8.1,-6.8,0.5,0.8,0.8
Cc1[nH]n(-c2ccccc2)c(=O)c1/C=N/c1nn[nH]n1,-14.0,-6.5,-5.3,-15.2,6.8,-0.3,1.8,-3.5,0.5
CCSc1nnc(NC(=O)c2cccc(S(=O)(=O)N(C)c3ccc(C)cc3)c2)s1,-9.4,-3.3,-9.2,-18.6,-2.7,-2.7,0.9,0.4,1.6
O=C(CC[C@H]1O[C@@H](n2ccc(=O)[nH]c2=O)[C@H](O)[C@@H]1O)NCC(c1ccccc1)c1ccccc1,.,-3.8,-20.8,.,7.6,-28.8,1.3,2.0,1.0

Next section.
structure,OXTR potentiator,M1 ag,CHO-K1 Ca antag,CHO parental Ca,M1 PAM,CHRM1 antagonist,M4 ag,CHRM4 antagonist,CHO-K1 Ca ag
CC(C)(C(=O)N1CCC1(C)C(=O)NS(=O)(=O)c1cccc(C#N)c1)c1ccccc1 (stereo not given),.,-3.8,-10.5,.,1.9,-2.5,1.1,-6.5,0.6
CCN(CC)CCN1C(=O)C(=O)/C(=C(/O)c2c(C)[nH]c(C(=O)OC)c2C)C1c1ccco1 (stereo not given),-2.1,-6.3,2.1,1.0,6.5,-3.9,0.6,4.1,0.3
COc1ccc(OC)c(CNS(=O)(=O)c2cc(CN3C(=O)c4cccnc4C3=O)ccc2OC)c1,-10.4,-2.2,-18.7,-6.0,1.0,-8.6,4.4,-8.7,4.3
O=C(/C=C/c1ccccc1F)c1ccoc1,0.7,-4.3,-13.1,-18.2,7.4,-13.3,0.7,-0.6,0.4
CCc1nc(SCC(=O)Nc2cc(OC)ccc2OC)c2c(C)c(C)sc2n1,1.3,-6.7,-16.0,-19.2,-11.2,32.5*,0.5,5.2,0.0
COc1ccc(CC(=O)N2CCC(CCC(=O)Nc3ccccc3)CC2)cc1,-7.5,-0.7,23.9*,-11.0,1.6,1.1,3.5,-3.1,8.4
Cc1ccc(Cc2nnc(SCC(=O)Nc3ccccc3C)[nH]c2=O)cc1,0.0,-1.1,-2.3,1.4,2.6,-8.0,0.3,6.0,0.3
Cc1ccc(/C=C/C(=O)NC2=NCCS2)cc1,-11.2,-9.7,-4.1,-10.5,-12.2,2.4,0.9,2.4,0.2
Cc1cc(C(=O)Nc2cc(C)on2)on1,-5.6,-0.1,-14.0,-7.1,5.7,-15.5,0.9,-12.6,0.9
O=C1NC[C@H](CCCCN2C[C@H](Cc3ccc(O)cc3)N(Cc3ccccc3)C(=O)C2=O)N(CCc2ccc(O)cc2)C1=O,.,.,-4.4,.,.,.,1.1,-4.4,0.3
NNc1ccc([N+](=O)[O-])c2[nH][nH]c(=O)c12,.,-0.7,-5.3,.,18.3,-20.4,-0.6,-5.9,0.1
CC1CCc2c(nc3ncnn3c2N2CCN(c3ccccc3)CC2)C1 (stereo not given),-6.5,1.1,-14.6,-25.2,-1.5,-2.5,-0.1,-2.8,0.8
O=C(CSc1nc(-c2ccco2)cc(C(F)(F)F)n1)NCc1cccs1,-7.5,-3.4,0.5,-0.3,9.1,-5.2,0.7,7.6,0.9
CCOC(=O)N1CCN(C(=O)c2cn(CC)c3ccc(S(=O)(=O)N4CCC(C)CC4)cc3c2=O)CC1,-3.0,-4.0,-11.2,-22.8,2.0,-0.8,-0.5,9.0,-0.6
c1ccc(CCNc2nc(-c3ccncc3)nc3ccccc23)cc1,-8.7,-3.6,-5.1,-28.8,-14.3,35.3*,10.8,5.5,5.2

Screening results deposited in PubChem BioAssay by The Scripps Research Institute Molecular Screening Center.
